# Assay outcomes as filed in PubChem.
# 697 NFkB inh = lowers PMA/ionomycin-induced NF-kB signal in 697 B cells; actives 0.33% (n = 330,000); 697 B-cell NF-kB luciferase reporter, 16 h; inhibition, % at 4 µM; in the data active means inhibition above about 35%
# UPR XBP1 act = adaptive UPR (XBP1) activation; actives 0.33% (n = 330,000); AID 463104; activation, % at 20 µM; CHO-XBP1 luciferase reporter, IRE1-XBP1 UPR activation, luminescence; percent of tunicamycin response, DMSO as zero;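 active means versus positive control, 20 µM dose yields 30% or more activation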;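 further: 100% = tunicamycin at 10 µg/mL and 0% = DMSO only wells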
#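 Assay system: CHO-XBP1 luciferase reporter cells; Schedule: 6 h treatment, 37 °C; Detection: glow luminescence from Steady-Glo reagent; Benchmarks: high control tunicamycin 10 µg/mL final, low control DMSO vehicle only.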
# APJ agonist = APJ receptor agonism; P35414; CHO-K1 APJ PathHunter beta-arrestin, luminescence; 0% DMSO wells, 100% apelin; activation, % at 20 µM; actives 0.11% (n = 330,000); AID 2520;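 active means activation more than six SD over the plate average, tested at 20 µM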;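 further: 0% = DMSO alone and 100% = apelin-13 at 10 nM; some results filed as inactive read as strong as hits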
#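 Test system – PathHunter CHO-K1 APJ (AGTRL-1) beta-arrestin reporter cells · Input – 1000 cells/well · Compound – single test compound dose, 20 µM final, 1% DMSO · Times – compound stimulation 90 min at 25 °C, detection 60 min · Technique – beta-gal luminescence · Read-out basis – APJ–arrestin association signal · Control set – negative DMSO alone, positive Apelin-13 at 10 nM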
# APJ antag = blocks the human apelin receptor APJ | P35414 | CHO-K1 APJ beta-arrestin complementation, luminescence | inhibition, % at 20 µM | actives 0.32% (n = 330,000);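 active means inhibition above about 40% at 20 µM, limit read from the data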;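 further: cells challenged with 10 nM apelin-13 agonist together with compound; plate controls were apelin-13 plus DMSO wells for no effect and DMSO wells lacking apelin-13 for full effect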
# tim23-1 inh = growth inhibitors of tim23-1 mutant yeast. actives 1.3% (n = 330,000). S. cerevisiae tim23-1 growth, BacTiter-Glo luminescence, 24 h. AID 463212. inhibition, % at 20 µM;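 active means growth inhibition of the mutant yeast at or above 50%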;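 further: temperature-sensitive mutant grown at 25 °C; plate controls were DMSO-treated mutant yeast for no effect and medium wells lacking yeast for full effect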
# Jurkat NFkB inh = lowers PMA/ionomycin-induced NF-kB signal in Jurkat cells; PMA/ionomycin-induced NF-kB luciferase reporter, luminescence; inhibition, % at 4 µM; actives 0.53% (n = 330,000); AID 435003; in the data active means inhibition above about 50%
# CHOP UPR activ = apoptotic UPR (CHOP) activation; CHO-CHOP luciferase reporter, luminescence; percent of tunicamycin response over DMSO baseline; activation, % at 10 µM; actives 0.34% (n = 330,000); AID 449763;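 active means at 10 µM dose, activation of 40% or more, normalized to positive control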;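 further: 100% = tunicamycin at 10 µg/mL and 0% = DMSO alone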
#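 Test system: CHO CHOP reporter cells. Input: 500 CHO-CHOP cells per well. Medium: F12 with 10% FBS. Technique: luciferase luminescence. Measure: percent activation relative to tunicamycin control. Dosing: 10 µM compound, 0.5% DMSO. Timing: 16-18 h cell attachment, then 6 h compound exposure, 37 °C.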
# Mdm2 MdmX PPI = human Mdm2/MdmX binding inhibition | AID 485346 | SaOS-2 split-luciferase Mdm2/MdmX complementation, luminescence | O15151+Q00987 | actives 3% (n = 330,000) | inhibition, % at 8 µM;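 active means inhibition of at least 50% at 8 µM in the primary screen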
# Target sequence (O15151 whole entry, looked up): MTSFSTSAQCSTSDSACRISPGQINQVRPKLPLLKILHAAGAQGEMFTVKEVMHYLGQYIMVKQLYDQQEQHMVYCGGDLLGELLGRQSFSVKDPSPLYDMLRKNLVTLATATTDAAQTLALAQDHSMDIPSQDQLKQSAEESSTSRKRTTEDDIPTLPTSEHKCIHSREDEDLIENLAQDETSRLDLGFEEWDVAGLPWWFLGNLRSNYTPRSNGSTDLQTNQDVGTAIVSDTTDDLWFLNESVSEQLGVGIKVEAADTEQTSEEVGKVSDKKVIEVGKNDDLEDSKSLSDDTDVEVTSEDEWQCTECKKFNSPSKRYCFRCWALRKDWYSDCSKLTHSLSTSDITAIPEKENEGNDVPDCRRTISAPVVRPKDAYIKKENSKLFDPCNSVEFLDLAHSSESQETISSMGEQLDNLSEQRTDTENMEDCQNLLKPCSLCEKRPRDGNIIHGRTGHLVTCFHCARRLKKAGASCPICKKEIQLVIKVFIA
# Target sequence (Q00987 whole entry, looked up): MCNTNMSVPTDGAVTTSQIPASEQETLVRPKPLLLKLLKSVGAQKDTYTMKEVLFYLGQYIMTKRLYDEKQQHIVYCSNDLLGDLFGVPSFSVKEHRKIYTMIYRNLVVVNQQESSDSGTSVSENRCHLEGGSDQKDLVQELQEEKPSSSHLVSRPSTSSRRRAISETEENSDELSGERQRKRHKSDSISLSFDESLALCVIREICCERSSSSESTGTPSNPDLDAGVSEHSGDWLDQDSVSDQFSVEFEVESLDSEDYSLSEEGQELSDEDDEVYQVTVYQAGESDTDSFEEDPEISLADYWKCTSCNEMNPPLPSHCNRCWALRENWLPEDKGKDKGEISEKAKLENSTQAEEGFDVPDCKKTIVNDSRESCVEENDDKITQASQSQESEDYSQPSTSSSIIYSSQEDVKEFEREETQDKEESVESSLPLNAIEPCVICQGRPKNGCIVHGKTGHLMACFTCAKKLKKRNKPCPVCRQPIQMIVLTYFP
# * hit, by the source's call. Hits appear at their usual frequency; 5% or so of the library scored in one or more.
SMILES,697 NFkB inh,UPR XBP1 act,APJ agonist,APJ antag,tim23-1 inh,Jurkat NFkB inh,CHOP UPR activ,Mdm2 MdmX PPI
CCOC(=O)c1nnc(-c2ccccc2)nc1NCc1ccc(Cl)cc1,20,2,0,17,32,0,-2.1,17
Cc1cc2ccccc2n1CCNC(=O)c1cccs1,-67,-5,2,8,16,-3,-1.0,-12
COc1ccc(C(=O)NNS(=O)(=O)c2ccccc2)cc1,-3,2,0,-3,2,-7,2.8,-5
COc1ccc2oc(C(=O)NCC(Cc3ccccc3)N(C)C)c(C)c2c1 (stereo not given),-17,3,-2,0,21,-31,1.5,8
Cc1csc(NC(=O)c2cc[n+]([O-])cc2)n1,26,3,-1,7,9,1,0.7,19
CC(C)c1ccc(/C=C(/C#N)c2nnc(NC(=O)c3ccccc3)s2)cc1,-14,2,3,-37,12,-37,-1.2,4
CCCCSc1n[nH]c(N)n1,1,0,-2,9,-10,-4,2.2,3
O=C(COC(=O)CNC(=O)c1ccc(Br)o1)Nc1ccccc1OC(F)F,7,3,-1,5,2,0,1.7,0
CCn1c(SCC(=O)Nc2ccc3c(c2)OCCO3)nnc1-c1ccccn1,11,0,-5,9,18,4,1.5,8
Cc1ccc(Cl)cc1NC(=O)COc1ccccc1,3,2,1,16,11,-17,3.8,-12
COc1ccc(-n2c(SCC(=O)Nc3cccc(S(N)(=O)=O)c3)nc3ccccc3c2=O)cc1OC,16,-1,-2,9,6,9,0.0,-10
COCCn1nnnc1C(c1cc2c(C)cc(C)cc2[nH]c1=O)N1CCCCCC1 (stereo not given),1,4,-4,11,20,-10,0.4,11

# One compound at a time, as listed above. Order of values: 697 NFkB inh | UPR XBP1 act | APJ agonist | APJ antag | tim23-1 inh | Jurkat NFkB inh | CHOP UPR activ | Mdm2 MdmX PPI
# CCCCSc1n[nH]c(N)n1 across the screens: 1 | 0 | -2 | 9 | -10 | -4 | 2.2 | 3
# Cc1ccc(Cl)cc1NC(=O)COc1ccccc1 across the screens: 3 | 2 | 1 | 16 | 11 | -17 | 3.8 | -12
# Cc1cc2ccccc2n1CCNC(=O)c1cccs1 across the screens: -67 | -5 | 2 | 8 | 16 | -3 | -1.0 | -12
# CCn1c(SCC(=O)Nc2ccc3c(c2)OCCO3)nnc1-c1ccccn1 across the screens: 11 | 0 | -5 | 9 | 18 | 4 | 1.5 | 8
# COc1ccc(C(=O)NNS(=O)(=O)c2ccccc2)cc1 across the screens: -3 | 2 | 0 | -3 | 2 | -7 | 2.8 | -5

# Next part:
SMILES,697 NFkB inh,UPR XBP1 act,APJ agonist,APJ antag,tim23-1 inh,Jurkat NFkB inh,CHOP UPR activ,Mdm2 MdmX PPI
COC(=O)N/N=C1/C/C(=N\NC(=O)OC)c2ccccc21,20,-2,0,4,4,5,-2.3,9
CC(C)COc1ncnc2c1sc1nc3c(cc12)COC(C)(C)C3,-35,9,-2,10,16,-57,5.3,-40
CC(O)CNCCOc1cccc(Oc2ccccc2)c1 (stereo not given),10,-3,0,11,-8,-2,0.1,19
O=C(O)C1=CC[C@@H](c2ccc(Cl)cc2)N(S(=O)(=O)c2ccc(Cl)cc2)[C@H]1c1cccc(Cl)c1,-8,1,-5,-2,9,6,1.3,-15
CC(C)CNC(=O)COC(=O)c1cncc(Br)c1,19,-3,-2,0,-1,14,-1.3,0
COc1ccc(CCNc2ccc(C(CC(N)=O)NC(=O)Cc3ccc(Br)cc3)cc2[N+](=O)[O-])cc1 (stereo not given),-26,-5,-5,28,18,-3,0.8,27
C[C@H](NC(=O)c1ccco1)C(=O)NCc1cccs1,5,1,-5,2,5,-2,0.6,-5
Cc1cccc(NC(=O)c2ccccc2OCC(=O)c2ccccc2)c1,9,3,-2,-22,30,13,1.7,24
CC12CCC(C(=O)N(CSC(=S)N/N=C\c3ccccc3Cl)C1=O)C2(C)C (stereo not given),11,1,3,6,59*,3,-0.2,-5
CCOc1ccc(NC(=S)Nc2ccc(OC(F)(F)F)cc2)cc1,14,-3,-1,21,0,4,3.0,17
CCN(CC)C(=O)Cn1cnc2ccccc2c1=O,19,-1,-4,-2,-5,-13,0.6,-6
O=S(=O)(NCc1ccc2c(c1)OCO2)c1ccc(F)c(F)c1,3,2,-2,4,25,4,2.6,-6
CS(=O)(=O)N(CC(=O)NCc1ccncc1)c1cc(Cl)ccc1Cl,-22,-5,0,-4,17,-3,-0.2,-5
COc1ccccc1CNC(=O)CCNS(=O)(=O)c1ccc2c(c1)oc(=O)n2C,14,-1,2,-1,-11,0,0.6,-19
CCCCCN(C(=O)CCC(=O)OCC(=O)N(C)Cc1ccc(C)cc1)c1c(N)n(CCCC)c(=O)[nH]c1=O,6,-3,11,7,2,7,3.5,-15
O=C(c1ccc(-c2ccc([N+](=O)[O-])cc2)o1)N1CCCC(C(F)(F)F)C1 (stereo not given),5,0,14,-67,44,8,2.5,-8
CCOc1ccc(-c2nnc(SCC(=O)N3CCN(c4ccccc4)CC3)o2)cc1,15,-2,-3,7,14,2,-1.7,17
COc1ccc(C(=O)Nc2cccc(NC(=O)c3cccs3)c2)cc1OC,-10,-3,0,-6,-9,-33,0.9,13
O=C(O)CCN1C(=O)C2C3CC(C2C1=O)C1C(c2ccccc2)c2sc(=O)n(-c4ccccc4)c2SC31 (stereo not given),6,0,-1,-14,18,-11,-0.1,-14
Cc1ccc(C(=O)NC(=S)NNC(=O)c2ccc([N+](=O)[O-])cc2)cc1,4,-4,0,0,25,13,-1.2,25
c1cn2cc(-c3ccc4c(c3)OCO4)nc2s1,-135,-1,-2,7,15,-138,1.0,-112
NS(=O)(=O)c1ccc(NC(=O)c2ccc(S(=O)(=O)N3CCOCC3)o2)cc1,14,-2,-2,7,10,-2,1.0,10
O=C(c1ccc2c(c1)OCO2)N(c1ccc(Cl)cc1)C1C=CS(=O)(=O)C1 (stereo not given),-2,1,-3,22,11,3,-1.3,18
Nc1nonc1-n1nnc(C(=O)N/N=C/c2ccccc2)c1CN1CCc2ccccc21,-8,-5,-2,-11,27,6,0.1,8

# Pulled one by one from above:
SMILES,697 NFkB inh,UPR XBP1 act,APJ agonist,APJ antag,tim23-1 inh,Jurkat NFkB inh,CHOP UPR activ,Mdm2 MdmX PPI
NS(=O)(=O)c1ccc(NC(=O)c2ccc(S(=O)(=O)N3CCOCC3)o2)cc1,14,-2,-2,7,10,-2,1.0,10
O=C(O)CCN1C(=O)C2C3CC(C2C1=O)C1C(c2ccccc2)c2sc(=O)n(-c4ccccc4)c2SC31 (stereo not given),6,0,-1,-14,18,-11,-0.1,-14

# Other records:
SMILES,697 NFkB inh,UPR XBP1 act,APJ agonist,APJ antag,tim23-1 inh,Jurkat NFkB inh,CHOP UPR activ,Mdm2 MdmX PPI
CC1(C)Cc2c(sc3c2C(=O)N(c2ccccc2)C2=NCCN23)CS1,-6,-1,-2,-1,25,8,-0.2,11
CCOC(=O)C1=C(C)NC(=O)NC1c1cccs1 (stereo not given),26,-3,-5,-1,1,-8,0.5,-4
Clc1ccc(-c2nnc(NCc3ccccc3)c3ccccc23)cc1,17,-2,4,1,68*,11,0.8,7
CCOc1cc(NS(=O)(=O)c2ccc(Cl)cc2)c(OCC)cc1NC(=O)CC(C)C,17,-3,-3,-9,33,10,1.5,-7
COc1ccc(C(=O)NC(C)c2ccc(-n3ccnc3)cc2)cc1[N+](=O)[O-] (stereo not given),-31,1,-3,7,1,-8,-0.1,20
COC(=O)Cn1nc(-c2ccccc2)c2cc(Cl)ccc21,3,0,-6,6,26,15,-0.6,10
CCOC(=O)c1ccc2c(c1)N(CC)C(=O)c1ccccc1S2,3,-5,-5,3,16,1,-1.0,30
O=C(c1ccc2c(=O)n(-c3ccccc3)c(=O)[nH]c2c1)N1CCCCC1,-18,0,0,5,3,7,-0.2,15
CCOC(=O)c1c(C)[nH]c(C)c1S(=O)(=O)N1CCN(c2cccc(C)c2)C(C)C1 (stereo not given),-12,4,-2,-32,2,-8,0.5,-14
COc1ccc(N(C(=O)Cn2nnc3ccccc32)C(C(=O)NCc2ccco2)c2cccnc2)cc1 (stereo not given),-1,2,3,5,3,-4,-2.1,19
COc1cc(C2NC(=O)NC(O)(C(F)(F)F)C2C(=O)c2cccs2)ccc1O (stereo not given),4,4,-3,-1,-1,-11,1.9,-16
CCOc1ccc2nc(NC(=O)C3CCCO3)sc2c1 (stereo not given),-169,3,-1,8,20,-119,4.5,-98
O=C(/C=C/Nc1ccccc1OC(F)(F)F)C(F)(F)F,-11,-1,-2,8,-11,9,-1.5,15
COC(=O)c1ccc(C(=O)Nc2ccc3c(c2)C(=O)NC3=O)cc1,13,-1,-1,-2,-12,-7,-1.3,16
C/C(=N\N=C(N)N)c1ccc(Cl)cc1,5,1,-2,4,-11,20,0.2,52*
CCOC(=O)c1nnn(CC(=O)Nc2ccccc2)c1C(=O)OCC,7,-3,-5,3,-2,0,-2.5,29
COc1ccc(-c2nn(CC(=O)Nc3ccc(Cl)c(Cl)c3)c(=O)c3ccccc23)cc1,20,-5,0,0,16,2,-1.2,19
O=C1c2ccccc2C(=O)N1CCCCSc1nnc2ccccn12,13,-8,-1,15,4,18,2.6,14
COc1cc(NC(=O)COC(C)=O)cc(OC)c1OC,-1,0,2,4,11,10,-0.7,-5
COc1ccc2[nH]c(C(=O)Nc3ccc4c(c3)OCO4)cc2c1,-38,4,0,4,-11,-68,5.8,-21
CCOc1ccc(C(=O)NC(=S)Nc2ncccc2C)cc1[N+](=O)[O-],11,2,-4,4,33,-3,2.1,78*
COc1ccc(C(=O)N2CCN(c3ccccc3)CC2)cc1S(=O)(=O)N1CCCC1,-42,-4,11,-2,2,-8,1.4,7
CCN1CCc2c(sc(NC(=O)CN3C(=O)c4ccccc4C3=O)c2C(N)=O)C1,3,0,-2,6,14,-5,-2.5,17
COC(=O)c1c(C)[nH]c(C(=O)OCc2ccc(F)cc2)c1C,-83,2,-5,2,20,-38,0.4,-61
Cc1ccccc1NC(=O)CN1C(=O)CSc2ccc(S(=O)(=O)N3CCCCC3)cc21,-3,-4,0,14,2,0,-0.6,27
CCCCn1c(N)c(NCc2ccccc2OC)c(=O)[nH]c1=O,18,-1,-4,10,9,7,-0.6,12
O=C1NC(=O)C2(COC(c3cccc([N+](=O)[O-])c3)OC2)S1 (stereo not given),-8,-4,-1,-1,-1,-7,-1.7,-12
COc1ccccc1NC(=O)C1CC(=O)OC1c1ccccc1 (stereo not given),12,-3,-3,18,-2,5,1.6,3
CC(C)N(C)CCOC(=O)c1ccccc1Br,-17,-2,-4,-1,-6,5,1.2,0
CC1CC(C)CN(S(=O)(=O)c2ccc(Cl)cc2)C1 (stereo not given),-12,-7,-4,6,39,-1,-0.3,4
COc1cccc(-c2c(NC(=O)c3ccco3)oc3ccc(Cl)cc3c2=O)c1,7,-3,3,-12,17,17,0.6,14
O=C(CCN1CCCCO1)N1CCCC(N2CCN(c3ccc(F)cc3)CC2)C1 (stereo not given),18,-3,3,-7,-2,-4,-0.8,5
O=c1[nH]c(=O)n(C2CCCO2)cc1Br (stereo not given),8,-2,-6,2,-15,10,-0.4,4
Cc1cccc(NC(=O)/C=C/c2ccc3c(c2)OCO3)n1,-156,0,-2,8,24,-149,0.5,-176
CCN(CC)C(=O)COc1ccc2oc(-c3ccco3)cc(=O)c2c1,-5,2,-8,10,13,-17,2.7,-27
C=C(C)C(=O)Nc1cccc(C2=NOC3(C2)C[C@H](C(N)=O)N(C(=O)CC)C3)c1 (stereo not given in full),6,0,5,3,15,7,0.4,-6
Cc1nonc1NC(=O)CSc1nc2ccccc2cc1C#N,-9,-3,0,-9,-4,-9,1.1,-13
